Bioassay records (PubChem)
S100A4 MyoIIA: inhibitors of human S100A4 binding to myosin IIA peptide; S100A4/TAMRA-MyoIIA peptide fluorescence polarization; inhibition, % at 10.7 µM; hit rate 0.14% among 360,000; AID 652163;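 active = mean inhibition of at least 70% across replicates, with every replicate also reaching that level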
Target sequence (P26447 whole entry, looked up): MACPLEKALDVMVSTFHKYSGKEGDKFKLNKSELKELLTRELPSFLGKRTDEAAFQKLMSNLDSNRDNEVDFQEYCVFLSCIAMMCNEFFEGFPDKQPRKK
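Material: human S100A4 monomer with TAMRA-labelled myosin IIA peptide; buffer or medium: HEPES pH 7.2 with CaCl2, KCl, NaCl, DTT, Triton; compound dosing: one concentration per compound; schedule: 5 min incubation before reading; benchmarks: neutral control DMSO, positive control TFP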
RAD54 branch: RAD54 (human) branch migration inhibition; hit rate 0.14% among 360,000; Q92698; AID 602329; inhibition, % at 10.4 µM; RAD54 Holliday junction branch migration, FAM/BHQ fluorescence;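 active = mean normalized replicate activity at least 40 and at least half of replicates scoring 40 or more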;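 note: 0% = median of neutral control wells and 100% = median of positive control wells; inhibitors cause a drop in the FAM fluorescence signal; in these data hits start at about 50%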
Target sequence (Q92698 whole entry, looked up): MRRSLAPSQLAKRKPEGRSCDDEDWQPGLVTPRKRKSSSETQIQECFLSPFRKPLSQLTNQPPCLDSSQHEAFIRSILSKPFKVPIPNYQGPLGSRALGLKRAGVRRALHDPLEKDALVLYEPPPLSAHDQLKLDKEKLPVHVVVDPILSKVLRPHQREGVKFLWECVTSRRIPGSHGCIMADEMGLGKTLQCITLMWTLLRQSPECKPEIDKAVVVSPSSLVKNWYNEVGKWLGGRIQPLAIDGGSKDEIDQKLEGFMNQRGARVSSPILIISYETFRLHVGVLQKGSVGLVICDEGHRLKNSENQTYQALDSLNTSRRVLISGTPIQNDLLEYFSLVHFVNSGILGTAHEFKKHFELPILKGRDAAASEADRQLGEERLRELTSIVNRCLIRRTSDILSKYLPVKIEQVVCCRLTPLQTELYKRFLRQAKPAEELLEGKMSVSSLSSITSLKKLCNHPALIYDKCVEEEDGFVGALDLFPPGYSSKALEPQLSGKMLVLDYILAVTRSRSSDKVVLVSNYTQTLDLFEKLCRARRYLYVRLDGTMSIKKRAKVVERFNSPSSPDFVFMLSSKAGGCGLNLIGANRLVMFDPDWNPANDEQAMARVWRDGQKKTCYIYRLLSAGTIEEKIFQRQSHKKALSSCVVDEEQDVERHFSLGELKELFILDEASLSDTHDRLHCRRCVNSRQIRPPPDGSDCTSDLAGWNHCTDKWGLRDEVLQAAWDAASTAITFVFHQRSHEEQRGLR
RAD52 anneal inh: RAD52 (human) annealing inhibition; recombinant RAD52 DNA annealing, FRET fluorescence; P43351; AID 651710; hit rate 0.46% among 360,000; inhibition, % at 18.7 µM;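 active = every replicate showing at least 50% inhibition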
Xi reactivation: activators of X-chromosome reactivation in mouse fibroblasts | AID 743238 | hit rate 0.055% among 360,000 | activation, % at 7.58 µM | XiGFP mouse fibroblasts, % GFP-positive cells imaging, 3 d; cells co-treated with 5-aza-dC sensitizer; scaled so ellipticine positive control = 100%;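 active = mean normalized replicate activation at least 10% and every replicate at or above 10%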;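 note: 0% = median of on-plate neutral control wells and 100% = ellipticine 6 µM median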
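Schedule: 3 d treatment, 15 min room-temperature fixation; system: 68-5-11 XiGFP fibroblast line; buffer or medium: DMEM plus 5-aza-dC sensitizer; control set: ellipticine 6 µM positive control; compound: one concentration, pinned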
esBAF inh: SWI/SNF esBAF complex inhibition; mouse ES cells, Bmi1-luciferase knock-in reporter, 24 h; 100% = twice the neutral-well signal; reporter increase, % at 12.5 µM; hit rate 2% among 350,000; AID 602393; in the data active = activation above about 40%;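 note: 0% = median of the plate's neutral control wells and 100% = double that signal; a rise in the Bmi1 reporter signal indicates esBAF inhibition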
ERAP1 inh: ERAP1 (human) enzyme inhibition | Q9NZ08 | recombinant ERAP1, Leu-AMC fluorescence, 60 min | inhibition, % at 10.7 µM | hit rate 0.15% among 340,000;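 active = mean replicate inhibition of at least 30%, or all replicates individually reaching that 30% level; inactive = mean below 30% and not every replicate reaching it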;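 note: 0% = neutral control wells and 100% = L-leucinethiol positive control wells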
ERp5 inh: ERp5 (human) disulfide isomerase inhibition; AID 651711; inhibition, % at 9.99 µM; ERp5 insulin aggregation, absorbance 650 nm, 90 min; hit rate 0.05% among 350,000; Q15084;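 active = mean replicate inhibition above about 25%, with every replicate also reaching it, limit read from the data, passing the limit was not always enough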
E-sel inducer: E-selectin induction on HUVECs | HUVEC E-selectin immunofluorescence imaging; normalized: neutral wells 0, TNF-alpha wells 100 | activation, % at 7.58 µM | hit rate 0.37% among 260,000 | AID 686992;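 active = mean E-selectin-positive cell signal at least 10% of the positive control, reached in at least 60% of replicates, without over 20% cell loss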;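 note: in these data hits start at about 27%; measured in HUVEC primary endothelial cells; signal is the percent of cells scored E-selectin positive by PE staining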
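Read-out: % PE-positive cells | Test system: HUVEC | Doses: One compound dose added by pin transfer | Buffer or medium: EGM-2 over gelatin coat | Signal: Immunofluorescence imaging | Benchmarks: TNF-alpha, DMSO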
An asterisk follows results filed as active; / = not tested or not shown; & = joins results of further samples.

Structure | RAD54 branch | RAD52 anneal inh | Xi reactivation | E-sel inducer | S100A4 MyoIIA | ERp5 inh | ERAP1 inh | esBAF inh
O=C(CN1C(=O)c2ccccc2C1=O)Nc1ccc(S(=O)(=O)NCC2CCCO2)cc1 (stereo unspecified) | 10 | -12 | / | / | -5 | -5 | -4 | -3
O=C(Nc1ccc2c(c1)OCCO2)C(c1cc2ccccc2o1)N1CCN(c2ccc(F)cc2)CC1 (stereo unspecified) | 11 | -14 | 0.1 | -1.5 | -1 | 2 | 7 | -28
COc1ccc(S(=O)(=O)N(C)C[C@@H]2Oc3ccc(NC(=O)NC4CCCCC4)cc3CC(=O)N([C@@H](C)CO)C[C@@H]2C)cc1 | 16 | -19 | -0.3 | 0.3 | -5 | 9 | 2 | 2
COC(=O)c1sccc1S(=O)(=O)N1CCCC(N(C)CCc2ccccn2)C1 (stereo unspecified) | -25 | -4 | -0.1 | 0.3 | 41 | 4 | -1 | -8
COc1ncccc1-c1ccc2nncn2c1 | -1 | 6 | 0.0 | -0.9 | 0 | 1 | 0 | -4
C[C@@H]1CN([C@@H](C)CO)C(=O)c2c(c3ccccc3n2C)-c2ccccc2CO[C@@H]1CN(C)C(=O)[C@@H](Cc1ccccc1)N(C)C | -9 | 13 | 0.2 | 0.6 | 38 | -5 | 2 | -1
COc1ccc(/C=C2\N=C(c3ccc(C)cc3)OC2=O)cc1 | 4 | -102 | 0.0 | -0.3 | -2 | 3 | -1 | 5
CC(C)NC(=O)N(C)C[C@H]1Oc2cc(C#Cc3ccc(F)cc3)ccc2S(=O)(=O)N([C@H](C)CO)C[C@H]1C | -9&0&1 | 14&18&24 | -0.1&-0.2 | 0.0&0.1 | -10&18&-13 | 1&10&6 | 1&1&1 | 16&-1&1
CC(C)CC#Cc1ccc2c(c1)O[C@@H](CN(C)Cc1cncnc1)[C@@H](C)CN([C@@H](C)CO)S2(=O)=O | -5 | 12 | -1.0 | 0.1 | 7 | -1 | -1 | -4
O=C(c1cccc(S(=O)(=O)N2CCCCCC2)c1)N1CCN(c2ccccc2)CC1 | -14 | 3 | 0.0 | 0.8 | 2 | -1 | 3 | 9
CC(C)CC(CO)N1CCN(C(=O)c2ccc(Cl)cc2Cl)CCC1=O (stereo unspecified) | -6 | -13 | 0.0 | -0.1 | -2 | 5 | -1 | -2
CCCOc1ccc(C2CC(=O)Nc3cc(OC)c(OC)cc32)cc1 (stereo unspecified) | 4 | -8 | 0.0 | / | 3 | 5 | 2 | 7

Grouped by structure: those above with nitrogen in an aromatic ring (four)
Structure | RAD54 branch | RAD52 anneal inh | Xi reactivation | E-sel inducer | S100A4 MyoIIA | ERp5 inh | ERAP1 inh | esBAF inh
COC(=O)c1sccc1S(=O)(=O)N1CCCC(N(C)CCc2ccccn2)C1 (stereo unspecified) | -25 | -4 | -0.1 | 0.3 | 41 | 4 | -1 | -8
COc1ncccc1-c1ccc2nncn2c1 | -1 | 6 | 0.0 | -0.9 | 0 | 1 | 0 | -4
C[C@@H]1CN([C@@H](C)CO)C(=O)c2c(c3ccccc3n2C)-c2ccccc2CO[C@@H]1CN(C)C(=O)[C@@H](Cc1ccccc1)N(C)C | -9 | 13 | 0.2 | 0.6 | 38 | -5 | 2 | -1
CC(C)CC#Cc1ccc2c(c1)O[C@@H](CN(C)Cc1cncnc1)[C@@H](C)CN([C@@H](C)CO)S2(=O)=O | -5 | 12 | -1.0 | 0.1 | 7 | -1 | -1 | -4

Back to the main list; the 2 compounds before the break are reprinted first.
Structure | RAD54 branch | RAD52 anneal inh | Xi reactivation | E-sel inducer | S100A4 MyoIIA | ERp5 inh | ERAP1 inh | esBAF inh
CC(C)CC(CO)N1CCN(C(=O)c2ccc(Cl)cc2Cl)CCC1=O (stereo unspecified) | -6 | -13 | 0.0 | -0.1 | -2 | 5 | -1 | -2
CCCOc1ccc(C2CC(=O)Nc3cc(OC)c(OC)cc32)cc1 (stereo unspecified) | 4 | -8 | 0.0 | / | 3 | 5 | 2 | 7
CC(C)N1CCC1(C)C(=O)Nc1ccccc1OC(F)F (stereo unspecified) | 11 | 12 | 0.1 | 0.2 | -3 | 2 | 0 | -2
O=C(COC(=O)Cc1c(Cl)cccc1Cl)NC1CCCC1 | 7 | 8 | 0.0 | / | -1 | 5 | -1 | -6
COc1ccccc1NC(=O)c1ccc2snnc2c1 | / | -7 | 0.2 | 1.6 | -8 | 1 | 3 | 21
COc1ccc(NC(=O)CN2C(=O)CSC2=O)cc1 | / | -9 | 0.0 | 1.9 | -2 | 12 | 4 | /
Cc1cc(C)c2cc(CN(CC3CCCO3)C(=S)NCc3ccco3)c(=O)[nH]c2c1 (stereo unspecified) | / | -72 | 0.1 | / | -7 | 0 | -3 | /
CC(C)C(O)(C(=O)NNc1ccccc1)C(C)C | 1 | -9 | 0.0 | 3.5 | -9 | 6 | 3 | 6
O=C1C2C(C(=O)N1/N=C/c1cc([N+](=O)[O-])ccc1O)C1C=CC2C12CC2 (stereo unspecified) | / | -15 | / | / | -6 | 0 | 4 | /
Cc1ccc(CNc2nc(N)c([N+](=O)[O-])c(NCCO)n2)cc1 | 4 | -9 | 0.3 | 19 | -1 | 1 | 2 | -10
Cc1cc(N2CC(C(=O)Nc3nccs3)CC2=O)ccc1C(C)C (stereo unspecified) | -7 | -3 | -0.1 | 0.3 | -2 | 2 | 0 | 5
O=C(CC1CC1)N1CC2(C1)[C@H](c1ccccc1)[C@@H](CO)N2CC1CCOCC1 | / | 8 | -0.1 | 0.5 | 17 | 3 | 0 | /
Cc1oc2ccc(O)cc2c1C(=O)c1ccc(F)cc1 | 4 | -1 | -0.1 | -0.1 | -1 | 4 | -2 | /
CCCn1c(N)c(N(CCOC)C(=O)/C=C/c2ccc(C(=O)OC)cc2)c(=O)[nH]c1=O | / | -3 | 0.0 | / | 0 | 6 | 4 | /
Cc1ccccc1C(=O)Nc1ccccc1C(=O)NC1CC1 | 3 | -4 | 0.0 | -0.4 | -12 | 7 | -2 | /
CCN(CCn1cccn1)Cc1nc(Cc2cccc(F)c2)no1 | -7 | -10 | 1.0 | 1.5 | 1 | -1 | -2 | 9
COC(=O)c1ccc(C(=O)N2CCCC(N3CCN(c4ccc(F)cc4)CC3)C2)nc1 (stereo unspecified) | -8 | 4 | 0.0 | 2.0 | 0 | 2 | 3 | 0
CCNC(=O)C[C@H]1CC[C@H]2[C@@H](COc3ccc(NC(=O)Nc4ccccc4F)cc3C(=O)N2C)O1 | 6 | 7 | 0.3 | 0.3 | -6 | 13 | -5 | -1
Cc1ccccc1-c1cc(C(=O)NCc2ccc3c(c2)OCO3)nn1CC1CC(c2cccc([N+](=O)[O-])c2)=NO1 (stereo unspecified) | -1 | -21 | 0.0 | 0.0 | -5 | 7 | -2 | -4
CCCCNC(=O)COCc1cc(-c2ccc3c(c2)OCO3)on1 | 4 | -3 | 0.0 | 0.0 | -21 | 0 | -1 | -11
C[C@@H]1CN([C@@H](C)CO)C(=O)c2cc(-c3ccc(C#N)cc3)cnc2O[C@@H]1CN(C)C(=O)Nc1ccccc1 | -6 | -7 | -0.6 | -0.2 | -3 | -8 | 2 | -4
C[C@@H]1CN([C@H](C)CO)C(=O)CCCn2nncc2CO[C@H]1CN(C)C(=O)Nc1cccc2ccccc12 | -6&2 | -16&-4 | 0.4&-0.3 | 0.0 | 6&9 | 3&-1 | 0&-1 | 4&-4
O=C(c1ccc2c(c1)OCO2)C1CCCN(Cc2cn[nH]c2-c2ccccc2)C1 (stereo unspecified) | / | -4 | -0.1 | / | 8 | -2 | -1 | /
COc1ccc(CC(=O)OCC(=O)Nc2ccc(Br)cc2)cc1 | / | -7 | 0.0 | -0.2 | 4 | -6 | 8 | /
CCOC(=O)Cc1csc(N/C(=N/S(=O)(=O)c2ccc(Cl)cc2)c2ccccc2)n1 | / | -13 | 0.0 | -0.1 | 1 | 3 | -1 | /
O=C(C[C@@H]1CC[C@H]2[C@@H](COC[C@H](O)CN2C(=O)Nc2ccccc2)O1)NCCCN1CCOCC1 | -2 | -7 | 0.0 | -0.1 | 5 | -2 | -1 | 0
Cc1nc2c(C(=O)NCc3ccc(F)cc3)c[nH]n2c(=O)c1Cl | -5 | -16 | / | / | -3 | -1 | 1 | -6
CO[C@@H]1CN(C)C(=O)c2ccc(NS(=O)(=O)c3ccccc3)cc2OC[C@@H](C)N(C(=O)NC(C)C)C[C@H]1C | 1 | -8 | -0.4 | 2.5 | -2 | -4 | 0 | 1
C[C@H]1CN([C@@H](C)CO)C(=O)c2cc(NC(=O)C3CCCCC3)ccc2O[C@@H]1CN(C)Cc1ccncc1 | -5 | 7 | 0.1 | -5.9 | 0 | -6 | -3 | 4
COCCn1cnc2c1c(=O)n(CC(=O)OCC(=O)NCCCc1ccccc1)c(=O)n2Cc1ccccc1 | / | -14 | 0.1 | 1.0 | 6 | 1 | 1 | -9
COc1ccc(-c2[nH]ncc2CN(CCO)Cc2cccs2)c(F)c1 | 9 | -20 | 0.0 | -0.1 | -1 | 1 | 2 | 4
COCC#Cc1ccc2c(c1)O[C@H](CN(C)C(=O)C1CCC1)[C@H](C)CN([C@H](C)CO)S2(=O)=O | 1 | 4 | 0.1 | 0.1 | -25 | -10 | 1 | 0
CO[C@@H]1CN(C)C(=O)c2cc(NC(=O)Nc3ccc(F)cc3)ccc2OC[C@@H](C)N(C(=O)c2cnccn2)C[C@H]1C | -10 | 19 | 0.0 | 0.1 | -6 | -1 | 4 | -3
C/C=C/c1ccc([C@H]2[C@@H](CN(C)C(C)=O)N(C(=O)C3CC3)[C@H]2CO)cc1 | / | -3 | 0.0 | 0.0 | -5 | -3 | -2 | /
O=C(CSc1nc2[nH]ncc2c(=O)[nH]1)NCc1ccccc1Cl | -4 | -17 | 0.3 | 1.0 | -2 | 5 | 2 | -10
CN(C)C(=O)C[C@@H]1CC[C@@H](NC(=O)C2CCOCC2)[C@H](CO)O1 | -14 | -3 | 0.0 | -0.2 | 12 | 0 | -1 | 2
CC(=O)Nc1ccc(/C=N/NC(=O)CNC(=O)c2ccccc2)cc1 | / | -11 | 0.1 | / | 6 | -6 | 2 | -1
